STK33 kinase inh: inhibitors of purified STK33 kinase, primary screen, biochemical, ADP-Glo luminescence, homogeneous, cell-free; MBP phosphorylation; inhibition, % at 10 µM; hit rate 0.073% among 320,000;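 active = inhibition at or above 25%, using the most active replicate where run in duplicate; inactive = inhibition below 25%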
Target sequence (Q9BYT3 whole entry, looked up): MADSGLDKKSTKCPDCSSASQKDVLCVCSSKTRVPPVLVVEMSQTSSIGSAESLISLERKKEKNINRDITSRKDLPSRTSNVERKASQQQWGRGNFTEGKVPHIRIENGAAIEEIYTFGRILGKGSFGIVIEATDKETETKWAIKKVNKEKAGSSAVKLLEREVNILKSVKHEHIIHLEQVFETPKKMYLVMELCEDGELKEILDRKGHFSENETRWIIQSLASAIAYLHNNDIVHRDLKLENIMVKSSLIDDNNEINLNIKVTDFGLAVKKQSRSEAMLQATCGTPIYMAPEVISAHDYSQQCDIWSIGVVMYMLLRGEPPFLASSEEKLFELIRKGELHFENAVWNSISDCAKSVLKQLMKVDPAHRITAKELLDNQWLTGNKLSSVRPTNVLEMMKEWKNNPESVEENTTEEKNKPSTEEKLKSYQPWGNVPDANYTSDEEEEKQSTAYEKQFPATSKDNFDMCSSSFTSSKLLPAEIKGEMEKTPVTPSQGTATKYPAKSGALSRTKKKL
OX1R antag-1: OX1R (HCRTR1) antagonists, primary screen, fluorescence, CHO/OX1R cells, Fluo-8 calcium, orexin A; Orexin/Hypocretin receptor type 1 (Homo sapiens), O43613; Fluo-8 calcium fluorescence; inhibition, % at 5 µM; hit rate 0.43% among 330,000; AID 434989, 2010;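 active = inhibition above its plate's threshold, mean inhibition of all tested compounds on the plate plus 3 SD, cut at about 37% in these data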;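 also: 0% = orexin A challenge wells and 100% = SB-334867-A antagonist wells; not every result past the cut was called active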
Target sequence (O43613 whole entry, looked up): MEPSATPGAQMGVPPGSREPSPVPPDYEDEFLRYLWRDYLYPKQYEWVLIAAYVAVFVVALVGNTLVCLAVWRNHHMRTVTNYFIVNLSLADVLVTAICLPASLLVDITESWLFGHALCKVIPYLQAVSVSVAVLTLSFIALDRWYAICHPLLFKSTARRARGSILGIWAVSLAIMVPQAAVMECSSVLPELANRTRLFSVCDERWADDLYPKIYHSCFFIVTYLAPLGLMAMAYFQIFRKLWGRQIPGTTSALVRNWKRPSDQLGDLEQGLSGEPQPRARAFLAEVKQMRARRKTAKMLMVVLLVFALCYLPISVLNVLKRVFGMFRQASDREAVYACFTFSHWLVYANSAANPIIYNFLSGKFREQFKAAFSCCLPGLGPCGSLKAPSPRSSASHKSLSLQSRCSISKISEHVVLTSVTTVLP
OX1R antag-2: antagonists of human orexin 1 receptor (OX1R); OX1R-expressing cells, FRET antagonist read-out; inhibition, % at 6.6 µM; hit rate 1.8% among 330,000; AID 485270, 2010; in the data active = inhibition mostly above about 38%, no sharp cut-off; inactive = mostly below about 40%;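 also: 0% = agonist challenge alone and 100% = reference antagonist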
* = called active by the depositor; · = no result given. Rows were taken by chance; overall some 2.2% were active at least once.

Screens in order: STK33 kinase inh, OX1R antag-1, OX1R antag-2
1: CCN(c1ccccc1)S(=O)(=O)c1ccc(C(=O)Nc2nccs2)cc1
  -2.1, -11, 29
2: O=C(NCCCN1CCCC1=O)c1ccc(NS(=O)(=O)c2ccccc2)cc1
  -0.4, 9, 5
3: Cc1cc(C)c(OCCCCN2CCNCC2)c(C)c1
  1.1, -11, 9
4: Cc1cc(NC(=O)c2ccc(C)s2)n(-c2ccccc2)n1
  2.3, -7, 12
5: COc1ccc(C(CNC(=O)c2ccc(S(=O)(=O)N(C)C)cc2)N2CCCCC2)cc1 (configuration not stated)
  -6.2, -34, 23
6: C[C@H](CO)N1C[C@H](C)[C@@H](CN(C)Cc2ccncc2)Oc2c(NS(=O)(=O)c3ccc(F)cc3)cccc2C1=O
  0.2, -17, 9
7: c1ccc(-c2noc(CN3CCc4sccc4C3)n2)cc1
  ·, -23, 28
8: CC/C(=N/Nc1cccc(C)c1)c1cnnc(SC)n1
  -0.4, -29, 38
9: Cc1ccc(C(=O)NNC(=O)c2ccco2)cc1
  -0.3, -6, 3
10: CCOC(=O)Nc1ccc2c(c1)OCO2
  -0.7, -17, 19
11: Cc1cc(C)n2ncc(/C(N)=N/OC(=O)c3ccccc3F)c2n1
  0.3, -17, 20
12: COc1ccc(NC(=O)c2cccc(NS(=O)(=O)c3ccccc3)c2)cc1
  -0.2, -10, 20
13: CCOC(=O)c1ccc(NC(=S)NC(=O)c2cncc(Br)c2)cc1
  -0.6, -17, -4
14: Cc1cc(C)c2c(=O)[nH]c(SCC(=O)c3ccc(C)c(C)c3)nc2n1
  1.0, -42, 30
15: Cc1ccc(-n2nc3ccc(N)cc3n2)cc1Cl
  -0.2, -8, 4
16: Cc1nnc(NC(=O)CSc2nc(C3CCCCC3)nc3ccccc23)s1
  1.4, -29, 15
17: Cn1c(=O)n(C)c2cc(S(=O)(=O)Nc3ccc(F)cc3)ccc21
  -1.0, -6, 19
18: CC(Oc1ccccc1F)C(=O)NN (configuration not stated)
  -0.7, -21, 6
19: CCN(C(=O)C1CCCO1)c1ccccc1 (configuration not stated)
  -0.7, -8, 7
20: COc1cc(OC)cc(C(=O)Nc2ccc(-c3nc4ccccc4o3)cc2)c1
  -0.7, 12, 86*
21: Cc1ccc(-n2c3c(c(=O)[nH]c2=O)C(NS(=O)(=O)c2ccc(C)cc2)(C(F)(F)F)C(=O)N3)cc1 (configuration not stated)
  -0.3, 1, 13
22: COc1cc(/C=C(\C#N)C(=O)N2CCOCC2)cc(Br)c1O
  1.6, -8, 21
23: O=C(C[C@@H]1C/C=C\C[C@H](NC(=O)OCC2c3ccccc3-c3ccccc32)C(=O)OC[C@H]2CCCN2C1=O)NCCO
  ·, -13, -1
24: O=C(Nc1ccccn1)C1CCN(S(=O)(=O)c2ccc3c(c2)OCCO3)CC1
  1.2, -2, -1
25: O=C(NCCS(=O)(=O)N1CCc2ccccc2C1)c1ccccc1
  -1.3, -36, 12
26: Cc1cc(SCC(=O)Nc2ccccc2C)nc(C)n1
  -2.8, 11, 4
27: O=[N+]([O-])c1cccc(S(=O)(=O)NCCCN2CCOCC2)c1
  -0.9, -4, 31
28: COC(=O)c1c(C)c(C)nc(N)c1C#N
  -0.1, -3, 13
29: CN(Cc1ccccc1)C(=O)COC(=O)c1cc(Cl)nc(Cl)c1
  -1.8, -28, 4
30: CCCNC(=O)N1CCC(C(=O)c2ccc(F)cc2)CC1
  -1.5, -8, 11
31: O=C(CCCCC(=O)Nc1ccccc1)Nc1ccccc1
  -0.4, -13, 9
32: CC(=O)N(Cc1ccc(Cl)cc1)c1cnccn1
  0.1, -19, 11
33: Cc1ccc(C)c(CN2CCC(CNC(=O)Nc3ccc(F)c(Cl)c3)CC2)c1
  -0.3, -17, -10
34: CCCOc1c(OC)cccc1C1CC(=O)Nc2cc3c(cc21)OCCO3 (configuration not stated)
  -2.4, -31, 10
35: O=C(NCc1ccco1)C1CCN(S(=O)(=O)c2cccc([N+](=O)[O-])c2)CC1
  -1.1, -7, 22
36: COc1ccc2cc(Br)ccc2c1CC(=O)NCC1CCCO1 (configuration not stated)
  -2.6, -17, 18
37: Cc1oc(-c2cccc(Cl)c2)nc1CN1CCC(C(=O)NCCCN2CC(C)CC(C)C2)CC1 (configuration not stated)
  -3.2, -13, 14
38: COc1ccc(/C=C/C(=O)N2CCN(S(=O)(=O)/C=C/c3ccccc3)CC2)cc1OC
  -0.9, -29, 5
39: O=C(OCC(=O)N1CCN(C(=O)c2ccco2)CC1)c1cccc(F)c1
  ·, 2, 0
40: CCCOc1ccc(OCCSc2ncccn2)cc1
  1.2, -16, 38

Three compounds already listed, sorted by the value under OX1R antag-1, highest first.
Screens in order: STK33 kinase inh, OX1R antag-1, OX1R antag-2
26: Cc1cc(SCC(=O)Nc2ccccc2C)nc(C)n1
  -2.8, 11, 4
39: O=C(OCC(=O)N1CCN(C(=O)c2ccco2)CC1)c1cccc(F)c1
  ·, 2, 0
40: CCCOc1ccc(OCCSc2ncccn2)cc1
  1.2, -16, 38

Continued:
Screens in order: STK33 kinase inh, OX1R antag-1, OX1R antag-2
41: Cc1nc2ccc([N+](=O)[O-])cc2c(=O)n1Cc1ccc(F)cc1
  -0.9, -23, 34
42: COC(=O)c1ccc([C@H]2CC(=O)O2)cc1
  -0.9, -5, -2
43: N#CCSc1nc(-c2ccccc2)c2cc(Cl)ccc2n1
  0.1, -23, 15
44: O=C(OCC(=O)N1CCCC1=O)c1cc(Cl)ccc1O
  -0.2, -10, 7
45: Cc1ccc(NC(=O)CSc2nnc(Cn3cnc4ccccc43)o2)c(C)c1
  -3.0, -5, 18
46: Cc1cc2[nH]c(=O)cc(-c3ccccc3)n2n1
  -1.1, -4, -4
47: COc1ccc(CNS(=O)(=O)c2ccc3c(c2)N(C)CCO3)cc1
  -1.4, -13, 49
48: COc1cccc(OCC(O)CN2CCOCC2)c1 (configuration not stated)
  0.5, -7, 3
49: CC(OC(=O)CSc1ccc([N+](=O)[O-])cc1)C(=O)NC1CC1 (configuration not stated)
  -1.1, -19, 17
50: CCN(CC)C(=O)CN1C(=O)C2(NC(=O)c3ccccc3N2)c2ccccc21 (configuration not stated)
  1.8, -7, 19
51: CCOC(=O)C1=C(O)/C(=C/c2ccc(OCC(=O)Nc3ccc(C)cc3)cc2)N=C1C
  -1.2, -8, 13
52: Oc1ccc(/C=N/Nc2ccnc3cc(Cl)ccc23)cc1O
  67*, -11, 5
53: O=C(C1Cc2ccccc2O1)N1CCCCC1 (configuration not stated)
  -1.0, 3, 5
54: O=C(NCc1ccncc1)C(=O)NC1CC1
  0.1, 5, 21
55: CCOC(=O)CN(C)C(=O)C1CCCN1C(=O)OC(C)(C)C (configuration not stated)
  0.7, -7, 14
56: O=C(COC(=O)c1ccc([N+](=O)[O-])s1)NC(=O)NCc1ccccc1
  0.0, -7, 49*
57: CCC(Oc1ccccc1)C(=O)Nc1ccc(S(=O)(=O)NCC2CCCO2)cc1 (configuration not stated)
  -1.1, 8, 8
58: CCOC(=O)N1CCN=C1SCc1ccc(Cl)c(Cl)c1
  -0.2, -22, 22
59: CN(C)/C=N/C(=S)Nc1cc(Cl)cc(Cl)c1
  0.8, -9, 9
60: CCN(CC)CC(=O)Nc1ccc(-c2ccc(NC(=O)CN(CC)CC)c(OC)c2)cc1OC
  2.0, -10, 8
61: O=C(O)c1ccccc1CSc1ccccn1
  -0.9, -16, 12
62: CCSc1ccccc1C(=O)Nc1nncs1
  -0.2, -12, 9
63: Cc1onc(-c2ccccc2)c1C(=O)NCCc1ccc(S(N)(=O)=O)cc1
  -0.7, -17, 4
64: CCOc1ccc(C2C(C#N)=C(C)NC3=C2C(=O)c2ccccc23)cc1 (configuration not stated)
  -0.9, -32, 12
65: O=[N+]([O-])c1cc([N+](=O)[O-])c(Oc2ccc(F)cc2F)cc1NN1CCCCC1
  -0.3, -10, 9
66: Cc1ccccc1OCC(O)Cn1c(NCc2ccco2)nc2c1c(=O)n(C)c(=O)n2C (configuration not stated)
  -0.7, -18, 24
67: Cc1cccc(OCCC(=O)Nc2ccccc2C(N)=O)c1
  -1.5, -12, 12
68: CCCCN(CC)CCNc1c(NC2CCN(C(=O)OCC)CC2)c(=O)c1=O
  -2.1, -3, 13
69: CCCCCCCCCCCC(=O)N1CC(=O)NC(=O)C1
  1.5, -10, 6
70: C[C@H]1CN([C@@H](C)CO)C(=O)Cc2cc(NC(=O)Cc3ccccc3)ccc2O[C@H]1CN(C)S(=O)(=O)c1cccs1
  -0.6, -16, 9
71: Cc1ccc(NC(=S)N(Cc2ccccc2)Cc2cccs2)c(C)c1
  -1.4, -33, 23
72: C=CCn1c(-c2cccn(Cc3ccc(Cl)cc3Cl)c2=O)n[nH]c1=S
  9.8, -16, 13
73: C=CCNC(=O)CSc1nc2cc(C(=O)OCC)ccc2n1CC
  0.5, -30, 15
74: COc1ccc2[nH]cc(CCNC(=O)c3ccccc3Cl)c2c1
  -0.5, 0, 8
75: COc1ccc(-c2[nH]ncc2-c2cscn2)c(O)c1
  0.3, -1, 8
76: Fc1ccccc1N1CCN(C2CCCN(Cc3ccccc3C(F)(F)F)C2)CC1 (configuration not stated)
  1.3, -26, 6
77: COc1ccc(C(=O)c2c[nH]c(C(=O)NCc3ccco3)c2)cc1
  1.1, -10, -1
78: Cc1csc(NC(=O)c2ccc(Cl)nc2)n1
  -2.0, -22, -2
79: CCOc1ccc2oc(-c3ccccc3)c(C(=O)N3CCN(C)CC3)c2c1
  0.1, -12, 5
80: CC(=O)NCc1ccc(-c2csc(NC(=O)CCc3nc4ccccc4c(=O)[nH]3)n2)s1
  -0.3, -17, 4
81: COc1ccc(C(=O)CCC(=O)O)cc1
  0.4, 5, 12
82: C=CCC1c2cccc(C(=O)O)c2C(=O)N1c1ccc(F)cc1 (configuration not stated)
  0.5, 4, 6
83: COc1ccc(NC(=O)CCc2nnc3ccc(N4CCN(c5cccc(OC)c5)CC4)nn23)cc1
  -0.5, -14, 9
84: Cc1ccccc1C(=O)NCC(=O)OCCOc1ccc(C(C)C)c(C)c1
  -0.2, -20, 9
85: Cc1ccc(NC(=O)C2CCCO2)c(Br)c1 (configuration not stated)
  -3.4, -15, 2
86: CCOc1nc(Nc2cc(Cl)ccc2OC)nc(OCC)n1
  -0.7, 0, 16
87: Cc1ccc(NC(=O)COc2cccc3c2OC(C)(C)C3)c(O)c1
  0.0, -20, 11
88: C#CCn1cnc2c(oc3ccccc32)c1=O
  -1.2, 8, 9
89: CCC(c1nnnn1Cc1ccco1)N(CCc1ccccc1)Cc1cc2cccc(C)c2[nH]c1=O (configuration not stated)
  -3.4, -24, 20
90: CN(CC(=O)Nc1ccccc1Br)C(=O)c1ccccc1Cc1ccccc1
  -0.1, -26, 15
91: Cc1ccc(-n2c(N)c(C(=O)Nc3c(C)n(C)n(-c4ccccc4)c3=O)c3nc4ccccc4nc32)cc1
  -0.5, -2, 13
92: O=C(NC(=S)Nc1ccc(N2CCOCC2)cc1)c1ccc2c(c1)OCCO2
  ·, -31, 8
93: Cc1cc(NC(=O)CSc2nc(=O)cc(N)n2-c2ccc(C)c(C)c2)no1
  -0.5, -5, -2
94: Cc1ccc(C)c(NC(=O)C2CC(=O)N(C3CCCCC3)C2)c1 (configuration not stated)
  0.9, -7, 12
95: Cc1ncn(C23CC4CC(CC(O)(C4)C2)C3)n1
  -0.4, -1, 18
96: CC1CCC(NC(=O)COC(=O)CNC(=O)c2ccc3ccccc3c2)CC1 (configuration not stated)
  0.6, -33, 7

Grouped by structure: the compounds so far containing fluorine.
Screens in order: STK33 kinase inh, OX1R antag-1, OX1R antag-2
6: C[C@H](CO)N1C[C@H](C)[C@@H](CN(C)Cc2ccncc2)Oc2c(NS(=O)(=O)c3ccc(F)cc3)cccc2C1=O
  0.2, -17, 9
11: Cc1cc(C)n2ncc(/C(N)=N/OC(=O)c3ccccc3F)c2n1
  0.3, -17, 20
17: Cn1c(=O)n(C)c2cc(S(=O)(=O)Nc3ccc(F)cc3)ccc21
  -1.0, -6, 19
18: CC(Oc1ccccc1F)C(=O)NN (configuration not stated)
  -0.7, -21, 6
21: Cc1ccc(-n2c3c(c(=O)[nH]c2=O)C(NS(=O)(=O)c2ccc(C)cc2)(C(F)(F)F)C(=O)N3)cc1 (configuration not stated)
  -0.3, 1, 13
30: CCCNC(=O)N1CCC(C(=O)c2ccc(F)cc2)CC1
  -1.5, -8, 11
33: Cc1ccc(C)c(CN2CCC(CNC(=O)Nc3ccc(F)c(Cl)c3)CC2)c1
  -0.3, -17, -10
39: O=C(OCC(=O)N1CCN(C(=O)c2ccco2)CC1)c1cccc(F)c1
  ·, 2, 0
41: Cc1nc2ccc([N+](=O)[O-])cc2c(=O)n1Cc1ccc(F)cc1
  -0.9, -23, 34
65: O=[N+]([O-])c1cc([N+](=O)[O-])c(Oc2ccc(F)cc2F)cc1NN1CCCCC1
  -0.3, -10, 9
76: Fc1ccccc1N1CCN(C2CCCN(Cc3ccccc3C(F)(F)F)C2)CC1 (configuration not stated)
  1.3, -26, 6
82: C=CCC1c2cccc(C(=O)O)c2C(=O)N1c1ccc(F)cc1 (configuration not stated)
  0.5, 4, 6
